# FLuc inh = Firefly luciferase inhibition profiling of diverse chemical library using quantitative high-throughput screening; Luciferin 4-monooxygenase (Photinus pyralis), P08659; purified P. pyralis luciferase, luminescence, biochemical; Potency, µM (highest dose often 115 µM), for inactives: at the highest dose activity change, negative = inhibition, hits mostly inhibitors; actives 2.5% (n = 76,000); AID 1347043, 2019; note: potency is the fitted concentration of half-maximal effect; nearly all actives have a fitted effect of over 65% in size
# Target sequence (P08659 whole entry, looked up): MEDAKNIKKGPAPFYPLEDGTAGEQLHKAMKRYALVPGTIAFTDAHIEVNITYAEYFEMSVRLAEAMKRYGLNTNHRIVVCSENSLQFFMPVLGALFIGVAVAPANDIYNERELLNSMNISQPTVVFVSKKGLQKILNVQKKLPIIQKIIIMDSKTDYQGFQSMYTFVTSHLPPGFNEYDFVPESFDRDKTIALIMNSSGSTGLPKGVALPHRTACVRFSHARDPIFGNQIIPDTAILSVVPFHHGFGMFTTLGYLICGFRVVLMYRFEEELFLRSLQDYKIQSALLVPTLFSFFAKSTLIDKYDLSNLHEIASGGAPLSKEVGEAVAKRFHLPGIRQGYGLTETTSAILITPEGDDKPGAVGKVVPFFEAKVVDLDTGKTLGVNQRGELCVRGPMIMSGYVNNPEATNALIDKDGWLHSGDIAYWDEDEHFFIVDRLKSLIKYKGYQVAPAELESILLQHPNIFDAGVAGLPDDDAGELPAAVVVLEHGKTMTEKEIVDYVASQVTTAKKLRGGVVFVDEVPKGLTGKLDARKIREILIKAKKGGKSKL
#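 Purified 10nM P. pyralis luciferase with 10uM D-luciferin and 10uM ATP in 50mM Tris acetate pH 7.5, 10mM Mg acetate, 0.01% Tween-20, 0.05% BSA. qHTS titration; luminescence read by CCD imager.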
# HEK293 tox = Cytotoxic Profiling in HEK 293 Cell Line of Diverse Libraries Using Quantitative High-Throughput Screening; HEK 293 viability, ATP luminescence (CellTiter-Glo), 48-72 h; Potency, µM (series often up to 115 µM), for the others: top-dose activity change, negative = cytotoxicity, usual class: inhibitors; actives 6.6% (n = 94,000); AID 1345083, 2018; note: potency is the fitted concentration of half-maximal effect; nearly all actives have a fitted effect of over 60% in size
#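 qHTS cytotoxicity; HEK 293, 250 cells/well; compound pinned; 48 or 72 hr, 37 degree Celsius, 5% CO2, 95% humidity; CellTiter-Glo, 10 min RT; luminescence (ATP).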
# NIH3T3 tox = Cytotoxic Profiling in NIH 3T3 Cell Line of Diverse Libraries Using Quantitative High-Throughput Screening; NIH 3T3 viability, CellTiter-Glo ATP luminescence, 48-72 h; Potency, µM (top dose mostly 96.7 µM), for inactives: top-dose activity change, negative = cytotoxicity, usual class: inhibitors; actives 4.3% (n = 94,000); note: potency is the fitted concentration of half-maximal effect; nearly all actives have a fitted effect of over 55% in size
#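 Mouse fibroblast NIH 3T3 cells, 400 per well, received compound via pintool and were incubated for 48 or 72 hr prior to CellTiter-Glo ATP luminescence measurement.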
# GPT2 inhibitor = Primary qHTS assay for inhibitors of Glutamate pyruvate transaminase 2 (GPT2); Alanine aminotransferase 2 (Homo sapiens), Q8TD30; Recombinant GPT2, coupled pyruvate oxidase/HRP Amplex Red fluorescence; Potency, µM (highest dose often 57.7 µM), for inactives: at the highest dose activity change, negative = inhibition, usual class: inhibitors; actives 0.25% (n = 100,000); note: potency is the fitted concentration of half-maximal effect; nearly all actives have a fitted effect of over 60% in size; many of its hits are not listed in these tables
# Target sequence (Q8TD30 whole entry, looked up): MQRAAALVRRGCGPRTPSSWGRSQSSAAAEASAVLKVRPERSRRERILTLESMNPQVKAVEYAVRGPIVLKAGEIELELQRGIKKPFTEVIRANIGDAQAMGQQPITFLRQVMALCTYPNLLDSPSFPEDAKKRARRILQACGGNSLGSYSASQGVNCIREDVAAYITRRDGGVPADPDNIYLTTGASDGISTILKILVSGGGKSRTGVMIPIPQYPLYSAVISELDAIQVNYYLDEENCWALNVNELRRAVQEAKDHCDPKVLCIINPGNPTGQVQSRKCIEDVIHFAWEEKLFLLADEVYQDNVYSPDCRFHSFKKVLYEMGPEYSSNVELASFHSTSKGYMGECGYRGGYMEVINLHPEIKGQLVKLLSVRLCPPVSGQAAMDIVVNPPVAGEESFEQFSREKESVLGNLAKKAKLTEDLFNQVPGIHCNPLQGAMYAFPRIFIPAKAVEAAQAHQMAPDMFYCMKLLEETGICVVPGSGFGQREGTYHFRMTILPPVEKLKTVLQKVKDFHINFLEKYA
#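 Inhibition is scored from Amplex Red fluorescence generated when pyruvate oxidase and HRP act on pyruvate released by GPT2. Reactions contain 10ng/uL enzyme, 250uM a-KG and 2mM L-alanine and run 30 min at room temperature.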
# SNCA expr inh = Primary qHTS assay for inhibitors of alpha-synuclein gene (SNCA) expression; HEK-293 SNCA-luciferase knock-in, luminescence, 24 h; Potency, µM (doses to about 57.2 µM), inactives show at the top dose activity change, negative = inhibition, hits mostly inhibitors; actives 0.17% (n = 140,000); AID 1671194, 2021;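 note: potency is the fitted concentration of half-maximal effect; plate controls were DMSO cells for no effect and cell-free wells for full effect; nearly all actives have a fitted effect of over 45% in size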
# HEK293 viab = GF-AFC viability counterscreen for inhibitors of alpha-synuclein gene (SNCA) expression. Potency, µM (series often up to 57.1 µM), for the others: top-dose activity change, negative = cytotoxicity, hits mostly cytotoxic. HEK-293-SNCA-luc viability, GF-AFC fluorescence, 24 h. actives 0.12% (n = 150,000);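 note: potency is the fitted concentration of half-maximal effect; 0% = DMSO-treated cells and -100% = medium-only wells without cells; nearly all actives have a fitted effect of over 30% in size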
#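 HEK-293-SNCA-luc cells (1500/well) plated 24 h, then exposed 24 h to a dilution series; GF-AFC added 30 min at 37C, fluorescence 405/540 nm; normalised to medium-only and DMSO wells, Hill fit.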
# IP6K1 inhibitor = Primary qHTS assay for small molecule inhibitors of Inositol hexaphosphate kinase 1 (IP6K1); AID 1645851, 2021; actives 0.81% (n = 140,000); Inositol hexakisphosphate kinase 1 (Homo sapiens), Q92551; IP6K1 kinase, ADP-Glo luminescence, 2 h; active compounds read low; activity change, % (series mostly up to about 58 µM); in the data active = activity change below about -25%
#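 ADP-Glo luminescence measures ADP made by human IP6K1 during a 2 h RT reaction with ATP/IP6 (mix at 1.3 mM/130 uM); top library doses 57.5 and 19.1 uM final.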
# * hit, by the source's call; i = inactive; u = inconclusive; x = no result given; [ ] = dose if it differs, or a comment. Unless noted, calls come from the whole dose curve; as a rule, active = well fitted curve in the direction sought with a large enough effect; inconclusive = small, poorly fitted or top-dose-only effect, or another doubt; inactive = no such curve, though single readings can be large; an effect the other way counts as inactive or inconclusive. Unless noted, % is set by controls: 0 for no effect and ±100 for the full control effect. This is a subset; rates above refer to the full screens.
nr | mol | FLuc inh | HEK293 tox | HEK293 viab | IP6K1 inhibitor | GPT2 inhibitor | NIH3T3 tox | SNCA expr inh
1 | CC(C)c1nc2ccc(C(=O)NCc3ccccc3Br)cc2o1 | x | x | 24.1% | -7.2 | x | x | 62.6%[activator]
2 | O=C(COc1ccccc1)N1C[C@@H]2OCC(=O)N(Cc3ccc(F)cc3)[C@@H]2C1 | 11.9%[172 µM] | -25.8%[172 µM] | 1.6%[87.6 µM] | -0.9 | 0.5%[88.5 µM] | -23.2%[174 µM] | -9.9%[87.6 µM]
3 | O=C(NCCN1CCN(c2ccccc2)CC1)Nc1cccc(Br)c1 | x | x | 3.1% | 5.8 | x | x | -34.1%
4 | CCCCc1ncc(CN(C)CC2CCCN(CCc3ccc(F)cc3)C2)[nH]1 (stereo not drawn) | 11.4% | 39.8µM* | -11.7% | 6.0 | u | u | 2.5%
5 | N#Cc1ccc(CN2CC(CNC(=O)Nc3ccccc3)C3(C2)CN(c2ccccc2)C3)cc1 (stereo not drawn) | -8.0% | u | -25.7% | -4.1 | 4.9% | u | u
6 | O=C(Cc1ccc(F)cc1)N1CCC2(CC1)NC(=O)N(c1ccccc1Cl)N2 | 18.3% | u | -11.1% | 3.4 | u | u | -11.8%
7 | O=C(NCC1Cn2cccc2CN1Cc1ccccc1)c1ccsc1 (stereo not drawn) | -29.6% | 2.4% | -4.9% | -1.7 | i | -5.3% | 7.2%
8 | O=C1CCN(S(=O)(=O)c2ccccc2)CCCC(C(=O)NCCCN2CCOCC2)CCN1 (stereo not drawn) | -1.1% | -5.1% | 6.4% | 3.2 | 4.5% | 4.3% | 17.9%
9 | COCCN(CC1CCN(Cc2ccccc2OC)CC1)C(=O)c1n[nH]c2c1CCC2 | 6.7% | i | -5.4% | -5.6 | i | i | 8.5%
10 | O=C(N[C@@H]1CN(Cc2ccc3c(c2)CCO3)C[C@H]1CO)c1cnccn1 | -11.9% | -17.8% | 1.5% | -13.9 | -3.4% | -18.2% | -1.6%
11 | CC(=O)NC(C(=O)OC1CCC(C)(C)C2CC=C3C(=O)OCC3(O)C12C)C(C)C (stereo not drawn) | x | x | 10.7%[23.9 µM] | 12.8 | -17.6%[27.3 µM] | x | x
12 | C[C@@]1(O)CCN(CC2CCCCC2)C[C@H]1N1CCCC1 | 2.8% | u | -15.0% | 22.2 | -16.8% | u | -23.5%
13 | COc1cc(NC(=O)C2=C(C)Nc3nnnn3C2c2ccc(SC)cc2)c(OC)cc1Cl (stereo not drawn) | x | x | -4.6% | 9.6 | x | x | 1.6%
14 | c1ccc(CN2C[C@@H]3C[C@H]2CN3Cc2cn(-c3ccccc3)nn2)cc1 | 11.3% | -5.8% | 8.6% | -11.7 | -24.3% | -1.0% | 37.3%[activator]
15 | COCCc1noc(CNC(=O)C2COc3ccccc3C2)n1 (stereo not drawn) | -2.0% | i | 4.0% | 12.0 | 3.1% | i | 1.2%

# Full records from above. Values in the order: FLuc inh, HEK293 tox, HEK293 viab, IP6K1 inhibitor, GPT2 inhibitor, NIH3T3 tox, SNCA expr inh
# Entry for CCCCc1ncc(CN(C)CC2CCCN(CCc3ccc(F)cc3)C2)[nH]1 (stereo not drawn) → 11.4%, 39.8µM*, -11.7%, 6.0, u, u, 2.5%
# Entry for CC(C)c1nc2ccc(C(=O)NCc3ccccc3Br)cc2o1 → x, x, 24.1%, -7.2, x, x, 62.6%[activator]
# Entry for O=C(NCCN1CCN(c2ccccc2)CC1)Nc1cccc(Br)c1 → x, x, 3.1%, 5.8, x, x, -34.1%
# Entry for COc1cc(NC(=O)C2=C(C)Nc3nnnn3C2c2ccc(SC)cc2)c(OC)cc1Cl (stereo not drawn) → x, x, -4.6%, 9.6, x, x, 1.6%
# Entry for N#Cc1ccc(CN2CC(CNC(=O)Nc3ccccc3)C3(C2)CN(c2ccccc2)C3)cc1 (stereo not drawn) → -8.0%, u, -25.7%, -4.1, 4.9%, u, u

# Next results
nr | mol | FLuc inh | HEK293 tox | HEK293 viab | IP6K1 inhibitor | GPT2 inhibitor | NIH3T3 tox | SNCA expr inh
16 | O=C1CCN(C(=O)c2ccccc2)CCCC(C(=O)N2CCc3ccccc32)CCN1 (stereo not drawn) | 2.7% | 0.6% | -4.6% | -7.1 | i | -15.7% | -1.2%
17 | CO[C@@]1(C)C[C@@H](O)C12CCN(C(=O)CCCc1ccc(F)cc1)CC2 | -17.6% | i | -0.1% | -10.8 | 2.4% | 1.8% | 70.2%[activator]
18 | COc1ccc(NC(=O)C(Cc2ccccc2)NS(=O)(=O)c2ccc3c(c2)CCN3C(C)=O)cc1 (stereo not drawn) | x | x | -19.2% | 8.8 | x | x | -23.1%
19 | Cc1ccccc1-c1cn(C)c(=O)n2cc(COc3ccc(Cl)cc3)nc12 | -0.1%[172 µM] | u | u | -7.6 | -12.9%[88.5 µM] | u | u
20 | O=C(O)C1=NOC2CN(Cc3c(F)cccc3Cl)CC12 (stereo not drawn) | x | i | 1.5% | -4.2 | i | -0.3% | -0.7%
21 | Cc1cccc(N(C)C(=O)CN2C(=O)COc3ccc(S(=O)(=O)N4CCCCCC4)cc32)c1 | x | x | u | 23.6 | x | x | u
22 | CCOCCn1c(=O)[nH]c2cc(C(=O)NCc3ccc(F)c(F)c3)ccc21 | -0.4% | -11.7% | -8.3% | -7.5 | -4.1% | -7.7% | 2.9%
23 | CO[C@H]1C=CO[C@@]2(C)Oc3c(C)c(O)c4c(O)c(c(C=NN5CCN(C)CC5)c(O)c4c3C2=O)NC(=O)C(C)=CC=C[C@H](C)[C@H](O)[C@@H](C)[C@@H](O)[C@@H](C)[C@H](OC(C)=O)[C@H]1C | x | x | u | x | u | x | 20.7%[17 µM]
24 | COc1cccc(C(=O)N2CCCC(C(=O)N3CCC(c4nc5ccncc5[nH]4)C3)C2)c1 (stereo not drawn) | x | 3.5% | -9.7% | 7.8 | -2.8% | -2.5% | -0.4%
25 | CCN(CC)C(=O)[C@@H]1C[C@H](NC(=O)COc2cccc(F)c2)CN1C | 4.8% | i | -0.1% | -8.3 | -16.5% | i | 0.2%
26 | COc1cccc(CC(=O)N2CCCOCCNC(=O)CC2)c1 | 6.0% | i | 3.2% | -14.5 | i | -27.2% | 7.8%
27 | O=C(C1CCN(S(=O)(=O)N2CCOCC2)CC1)N1CCCC(c2nc(C3CCOCC3)no2)C1 (stereo not drawn) | -2.7% | -23.6% | 14.3% | 31.6 | u | -21.5% | 6.9%
28 | CCC(C(=O)Nc1ccc2c(c1)CN(Cc1ccc(OC)cc1OC)C(=O)C(C)O2)c1ccccc1 (stereo not drawn) | -2.8% | u | -13.7% | 8.4 | -30.0% | u | u
29 | CCC1CN(C(=O)N2CCC(C(=O)N3CCN(c4ccccc4F)CC3)CC2)c2ccccc2O1 (stereo not drawn) | x | x | 15.0% | 2.2 | x | x | -0.1%
30 | O=C(NCc1ccc(F)cc1)[C@@H]1C[C@@H](c2cccc(C(F)(F)F)c2)N(CC2CCOCC2)C1 | -3.6% | u | -9.4% | 1.9 | -13.9% | u | u
31 | COCc1cn([C@H]2CO[C@H]3[C@@H]2OC[C@@H]3N)nn1 | -3.4%[230 µM] | 3.6%[230 µM] | 4.1%[87.6 µM] | 25.6 | i | 3.6%[174 µM] | -4.7%[87.6 µM]
32 | O=C(Cn1ccnc1)N1CCC(N2C(=O)C3(CCCCC3)C2c2ccncc2)CC1 (stereo not drawn) | -0.1% | i | 0.9%[12.5 µM] | 3.5 | i | -5.5% | 16.9%
33 | COc1ccc(C2c3c(n(C)c4ccccc34)C(=O)N2CC(=O)Nc2ccc(C)c(Cl)c2)cc1 (stereo not drawn) | x | x | 10.5% | -4.2 | x | x | 32.6%[activator]
34 | COc1cccc(CCNC(=O)c2c(C)noc2-c2ccc3c(c2)OCO3)c1 | -2.4% | u | -1.1% | 4.3 | i | -18.8% | 5.2%
35 | CCC(=O)N1CCC2(CC1)CC(N(Cc1ccccc1)C1CC1)CCO2 (stereo not drawn) | 0.1% | -28.3% | -2.4% | -3.1 | -9.1% | 2.3% | -16.0%
36 | COc1ccc(NC(=O)c2cc(-c3ccccc3C(F)(F)F)nc3c2cnn3C)cc1OC | x | 31.6µM* | x | 3.5 | x | u | x
37 | CN(C)C(=O)CO[C@H]1CCOC[C@H]1NC(=O)c1ccc2n[nH]nc2c1 | -5.3% | -3.6% | 3.7% | -14.5 | i[11.5 µM] | -7.9% | -12.9%
38 | CCOC(=O)c1cc(S(=O)(=O)NCc2ccccc2)[nH]n1 | x | x | 2.7% | 15.2 | x | x | -14.6%
39 | Cn1cnc(CN2CCNc3cc(Nc4ccccc4)ncc3C2)c1 | 2.2%[172 µM] | u | -12.1%[87.6 µM] | -21.5 | 1.7%[88.5 µM] | u | 33.0%[activator][87.6 µM]
40 | Cc1cc(C)c2oc(-c3ccc(C)c(NC(=O)/C=C/c4ccco4)c3)nc2c1 | x | x | -3.8% | -35.5* | x | x | 33.2%[activator]
41 | COc1cccc(N2CC(C(=O)NCCc3ccc(Cl)cc3)NC2=O)c1 (stereo not drawn) | 16.3% | -23.6% | -9.7% | 3.8 | i | u | 18.6%
42 | O=C(C1CCC1)N1CCC(C(=O)N2CC(Oc3ccccc3)C2)CC1 | 10.9% | -27.3% | 1.5% | 0.4 | i | -5.0% | 2.2%
43 | COc1cccc(-c2c(C(=O)NCC(F)(F)F)nc3sccn23)c1 | x | -0.5% | 3.9% | 1.0 | i | -15.1% | -20.4%
44 | COCc1nc(CCNC(=O)NC2CCCCC2)no1 | -0.1% | -17.8% | 4.6% | 4.7 | i | -6.8% | -10.2%
45 | COc1cccc(N2CCN(C(=O)c3nn(C)c4c3CSc3ccc(C)cc3-4)CC2)c1 | x | x | 8.1% | 27.7 | x | x | 38.3%[activator]
46 | Nc1nc(CCNC(=O)[C@H]2CNC[C@H](C(=O)N3CCOCC3)C2)cs1 | -5.6% | 1.0% | -4.3% | 12.1 | 3.7% | -4.2% | -21.0%
47 | CC(C)NC(=O)C[C@@H]1C[C@H]2O[C@H](CNC(=O)NCc3ccccc3)[C@@H](O)[C@H]2O1 | 11.0%[172 µM] | i | -0.9%[87.6 µM] | -3.6 | -4.6%[88.5 µM] | 0.6%[174 µM] | -25.8%[87.6 µM]
48 | Cc1cc(C)n(Cc2cc(C(=O)N(C)C(C)c3ccon3)n[nH]2)n1 (stereo not drawn) | 0.0% | 3.3% | 6.3% | 0.0 | i | 0.8% | 48.1%[activator]

# Source: PubChem BioAssay
